PGE2 EP2 inh: blocks the human prostaglandin E2 receptor EP2; P43116; actives 0.52% (n = 260,000); inhibition, % at 25 µM; C6 glioma cells expressing human EP2, cAMP TR-FRET; cells stimulated with saturating PGE2;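 active = percent inhibition above 40 after rounding to a whole number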;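 note: rat C6 glioma host cells with rolipram phosphodiesterase inhibitor present; the protocol text gives 20 µM as final concentration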
Hck Nef HTS: human Hck-Nef kinase inhibition; Recombinant Hck-YEEI plus Nef, Z-Lyte FRET kinase assay; inhibition, % at 20 µM; actives 0.68% (n = 220,000);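 active = Hck-Nef kinase inhibition above about 50%, limit read from the data; inactive = inhibition below that limit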;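 note: 0% = DMSO with Hck plus Nef and 100% = Hck alone without Nef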
Target sequence (P08631 whole entry, looked up): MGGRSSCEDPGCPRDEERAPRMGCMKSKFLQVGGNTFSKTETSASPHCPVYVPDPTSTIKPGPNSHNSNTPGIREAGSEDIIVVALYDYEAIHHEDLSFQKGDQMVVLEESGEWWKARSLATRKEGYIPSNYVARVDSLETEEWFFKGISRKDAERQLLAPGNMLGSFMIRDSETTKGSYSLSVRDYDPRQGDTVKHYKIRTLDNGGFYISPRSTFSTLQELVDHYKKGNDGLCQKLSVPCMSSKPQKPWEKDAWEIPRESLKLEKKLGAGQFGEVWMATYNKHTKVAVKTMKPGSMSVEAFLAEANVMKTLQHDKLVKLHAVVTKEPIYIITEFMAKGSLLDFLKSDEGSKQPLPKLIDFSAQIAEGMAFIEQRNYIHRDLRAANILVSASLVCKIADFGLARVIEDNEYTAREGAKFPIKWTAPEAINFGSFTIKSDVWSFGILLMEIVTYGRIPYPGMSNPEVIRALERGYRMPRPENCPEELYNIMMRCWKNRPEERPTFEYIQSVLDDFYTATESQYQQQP
14-3-3 Bad PPI: disrupts binding of bovine 14-3-3 zeta to phospho-Bad peptide. TR-FRET 14-3-3zeta/Dy647-pBad peptide displacement, 1 h. inhibition, % at 21.7 µM. actives 0.71% (n = 220,000). AID 781;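 active = inhibition above about 70%, limit read from the data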;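 note: 0% = full 14-3-3 plus peptide FRET controls and 100% = background without 14-3-3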
Rad51 HR inh: blocks human Rad51 in homologous recombination. inhibition, % at 10 µM. hRad51 DNA strand exchange, fluorescence dequenching. AID 1385. actives 0.085% (n = 200,000). Q06609;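 active = inhibition above 40% at the single screening dose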;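 note: 0% = DMSO control wells and 100% = blanks with heterologous ssDNA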
Target sequence (Q06609 whole entry, looked up): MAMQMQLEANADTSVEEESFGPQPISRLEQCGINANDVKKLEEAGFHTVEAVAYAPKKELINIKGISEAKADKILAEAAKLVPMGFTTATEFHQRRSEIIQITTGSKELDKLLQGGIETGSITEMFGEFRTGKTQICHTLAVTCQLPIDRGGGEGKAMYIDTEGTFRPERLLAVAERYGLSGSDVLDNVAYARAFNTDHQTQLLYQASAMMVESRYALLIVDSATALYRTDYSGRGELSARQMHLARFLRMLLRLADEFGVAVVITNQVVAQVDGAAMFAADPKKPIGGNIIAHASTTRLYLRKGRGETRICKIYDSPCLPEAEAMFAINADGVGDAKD
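Read-out basis: percent inhibition relative to plate controls and blanks / Assay system: human Rad51 nucleoprotein filaments preassembled on unlabelled ssDNA / Timing: filaments 15 min 37 °C, then compound 30 min / Control set: per-plate controls and blanks / Technique: fluorescence dequenching at 485/520 nm / Compound: 10 µM final, single point / Also added: Fluorescein- and BHQ1-tagged 47-mer duplex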
zVAD death inh: blocks zVAD induced death of L929 cells | L929 zVAD necroptosis rescue, ATP luminescence, 24 h; with zVAD 60 µM | actives 0.38% (n = 220,000) | viability rescue, % at 10 µM;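 active = activation, scaled between plate controls, above about 75%, limit read from the data; inactive = activation under that limit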;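 note: 0% = zVAD with DMSO and 100% = DMSO alone without zVAD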
EP2 mod: modulates human prostaglandin E2 receptor EP2 signaling; EP2-expressing cells, cAMP HTRF FRET, PGE2 co-stimulation; induction, % at 25 µM; actives 0.83% (n = 260,000); P43116;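 active = compounds whose cAMP rise, as percent of the full-agonist control response, exceeds 60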;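 note: rat C6 glioma line stably carrying human EP2 under a CMV promoter; the protocol text gives 20 µM as final concentration; 100% = response of wells given 1 µM PGE2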
eIF4E 4G PPI: blocks eIF4E binding to eIF4G. P63073+Q04637. inhibition, % at 21.7 µM. TR-FRET eIF4E-eIF4GI(517-606) binding, 2 h. AID 782. actives 0.37% (n = 220,000);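 active = inhibition above about 30%, limit read from the data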;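 note: 0% = full FRET control wells and 100% = background wells lacking eIF4GI fragment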
m-calpain inh: inhibitors of pig calpain II. purified calpain II, fluorogenic peptide substrate, 30 min. inhibition, % at 16 µM. actives 0.37% (n = 220,000). AID 1236;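 active = inhibition above about 50%, limit read from the data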
TbHK1 inh: blocks Trypanosoma brucei hexokinase 1 activity | recombinant TbHK1, G6PDH-coupled NADH A340 | inhibition, % at 10 µM | actives 0.11% (n = 220,000) | AID 1430;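 active = inhibition of 50% or more in the single-dose primary screen; inactive = inhibition below 50%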
* = called active by the depositor; i = inactive; nt = not tested or not shown; & = joins results of further samples; [ ] = dose if it differs, or a comment. These rows are one share of the data. The share of hits here may be higher or lower than overall.

Below each compound: Hck Nef HTS	eIF4E 4G PPI	PGE2 EP2 inh	14-3-3 Bad PPI	Rad51 HR inh	zVAD death inh	EP2 mod	m-calpain inh	TbHK1 inh
1) O=C(O)c1cnc(-c2ccccc2)nc1Sc1ccc(Cl)cc1
→ 2	nt	2	nt	0	0.0	41	25	3
2) CCNC(=S)N/N=C/c1cn(Cc2ccccc2F)c2ccccc12
→ -1	2[fluorescence artefact?]	2	10	-9	0.2	-5	9	-10
3) CO/N=C(\C)c1ncc(C(F)(F)F)cc1N1CCOCC1
→ -2	-6	6	4	-3	-0.1	10	-51	-13
4) COc1ccc(-c2cc(C(=O)NCc3cccnc3)no2)cc1
→ 1	9	4	-2[fluorescence artefact?]	3	0.3	-23	6	-5
5) COc1ccc(NC(=O)C2CCN(C(=O)c3ccccc3)CC2)c(OC)c1
→ 0	2	0	-1	-2	-0.3	6	3	-2
6) COc1cccc(OC)c1C(=O)Nn1c(C2CCC2)nc2ccccc2c1=O
→ 3	7	7	11	8	-0.4	19	22	3
7) COc1ccc(CC2CCOC2=O)cc1 (stereo not drawn)
→ 0	5[fluorescence artefact?]	13	-9	13	-0.2	-5	22	0
8) O=C(/C=C/c1cccc(Cl)c1)c1nc2ccccc2[nH]1
→ 3	1[fluorescence artefact?]	15	-3[fluorescence artefact?]	4	0.4	-10	-16	-9
9) Cc1nnc(NC(=O)CC(CN(C)S(=O)(=O)c2ccccc2)c2ccccc2)s1 (stereo not drawn)
→ 2	-1	14	8	-11	0.1	1	10	-4
10) C=CCN=C1SC(C)(C)C(=O)N1S(=O)(=O)c1ccc(C)cc1
→ -1	1	9	95*	7	0.7	-18	14	-3
11) Cc1cc(CN(C)C)c(O)c(C2(C)CCCCC2)c1
→ 2	-1	10	-10[fluorescence artefact?]	1	0.3	18	-3	9
12) O=C(NCc1cccs1)C1CCC(=O)N1C1CCCCC1 (stereo not drawn)
→ 1	4[fluorescence artefact?]	8	-3[fluorescence artefact?]	9	0.6	24	10	-6
13) COc1cc(C(=O)OCc2ccc([N+](=O)[O-])cc2)cc(OC)c1OC
→ 8	-2	6	1	nt	-0.8	20	-8	-11
14) COc1ccc(N2CCN(C(=O)CSc3nnc(-c4cccnc4)n3-c3ccccc3)CC2)cc1
→ 0	1	24	4	6	0.0	-2	17	-3
15) CCc1ccc(CN(C)C(=O)CCc2nnc(CCc3cccc(OC)c3)o2)nc1
→ 11	-2	2	-2	5	-0.8	1	33	4
16) CCCCCCSC1=C(C#N)C(c2ccccc2)CC(=O)N1 (stereo not drawn)
→ 3	4	10	-15	-1	1.3	-6	32	5
17) CC(C)CNC(=O)N[C@@H](CC(C)C)C(=O)O
→ 10	1	8	3	-5	0.7	-27	12	6
18) Cc1ccc(NC(=O)CSC2=C(C#N)C(c3ccco3)CC(=O)N2)cc1 (stereo not drawn)
→ -19	3	9&11	-15[fluorescence artefact?]	-7	0.2	-9&-15	23	5
19) Cc1cccc(N2C(=O)C3C4C=CC(C4)C3C2=O)c1 (stereo not drawn)
→ 1	-12	10	-5	-11	2.1	12	-14	6
20) CCOC(=O)C1CCN(c2nc3ccccc3nc2C(C#N)C(=O)OC(C)C)CC1 (stereo not drawn)
→ -24	-1	12	-7	-7	1.1	24	-197	4
21) CCOC(=O)C1(Cc2cccc(OC)c2)CCCN(Cc2c(C)nn(C(C)C)c2C)C1 (stereo not drawn)
→ 27	97*	9	-5	-5	-0.2	-10	-8	-1
22) CC(=O)Nc1sc2c(c1CN1CCN(c3ccc(F)cc3)CC1)CCCC2
→ -19	4	30	-5	4	3.8	7	18	-1
23) COc1cc(-c2nnc(SCC(=O)N(C)C3CCS(=O)(=O)C3)o2)cc(OC)c1OC (stereo not drawn)
→ 19	-3	6	-4	-3	1.8	9	0	1
24) COc1cc(C2C(C#N)=C(C)NC3=C2C(=O)CC(C)(C)C3)ccc1OCCO (stereo not drawn)
→ 4	-6	6	-4	1	1.9	-3	-55	-30
25) COc1ncnc2c1NC(=O)CS2
→ 2	0[fluorescence artefact?]	13	-7[fluorescence artefact?]	-2	0.0	-2	-15	2
26) O=C(NC1CCS(=O)(=O)C1)c1cccc(S(=O)(=O)N2CCCC2)c1 (stereo not drawn)
→ -5	-1	6	-1	-10	13	23	-21	-2
27) COc1ccc(CCNC(=O)c2ccco2)cc1OC
→ 1	-2	2	-9	-33	0.4	-6	-30	-2
28) CCN(CC)c1ccc(/C=C(/C#N)C(=O)NCc2ccccc2)o1
→ 3	3[fluorescence artefact?]	20	-26	i	4.6	3	10	-4
29) O=C1CC2(CCCC2)CC(=O)N1c1ccccc1
→ 19	-1	12&8	-10	3	2.9	29&25	-15	1
30) CCC(C)NC(=O)N1c2ccccc2Sc2ccccc21 (stereo not drawn)
→ -3	15	18	-5	-5	0.2	-14	-10	0

Part of the list above in order of count of non-hydrogen atoms, highest first.
Below each compound: Hck Nef HTS	eIF4E 4G PPI	PGE2 EP2 inh	14-3-3 Bad PPI	Rad51 HR inh	zVAD death inh	EP2 mod	m-calpain inh	TbHK1 inh
23) COc1cc(-c2nnc(SCC(=O)N(C)C3CCS(=O)(=O)C3)o2)cc(OC)c1OC (stereo not drawn)
→ 19	-3	6	-4	-3	1.8	9	0	1
22) CC(=O)Nc1sc2c(c1CN1CCN(c3ccc(F)cc3)CC1)CCCC2
→ -19	4	30	-5	4	3.8	7	18	-1
26) O=C(NC1CCS(=O)(=O)C1)c1cccc(S(=O)(=O)N2CCCC2)c1 (stereo not drawn)
→ -5	-1	6	-1	-10	13	23	-21	-2

Next results:
Below each compound: Hck Nef HTS	eIF4E 4G PPI	PGE2 EP2 inh	14-3-3 Bad PPI	Rad51 HR inh	zVAD death inh	EP2 mod	m-calpain inh	TbHK1 inh
31) CCn1c(/C=C/c2ccccc2)nc2ccccc21
→ 1	-4	8	-11	-8	-0.2	0	-271	-50
32) COc1ccc2[nH]c(=S)cc(C)c2c1
→ 1	15	7	13	-1	-0.2	27	-33	-12
33) COc1ccc(NC(=O)CC2C(=O)N(c3ccc(F)cc3)C(=S)N2NC(=O)c2ccccc2)cc1 (stereo not drawn)
→ 2	3[fluorescence artefact?]	6	0	7	0.2	15	-5	1
34) COC(=O)C(Cc1ccccc1)N1CCS(=O)(=O)CC1 (stereo not drawn)
→ 9	-1	9	-11	21	-0.5	4	3	1
35) Cc1cc(N)ccc1S(C)(=O)=O
→ -1	0[fluorescence artefact?]	11	2	0	-0.3	24	-13	7
36) COc1cccc(C(=O)Nc2ccccc2N2CCCC2)c1
→ -9	2	3	52	5	2.8	10	2	1
37) CCCC(c1nnnn1CC1CCCO1)N1CCN(c2ccccc2)CC1 (stereo not drawn)
→ -3	2	6	3	nt	0.9	13	-8	-2
38) O=C(CCC(=O)N(CC(=O)NC1CCCC1)C1CCCC1)Nc1ccccn1
→ -1	-3	13	-4	-9	-0.4	-1	0	4
39) Cc1ccccc1-n1nc2c(c1NC(=O)c1ccc(Br)o1)CSC2
→ 3	3	5	-1	-4	-0.3	7	-127	-7
40) C(=N\n1cnnc1)/c1cn(Cc2ccccc2)c2ccccc12
→ 4	7	13	-2	11	0.2	9	-12	-20
41) COc1ccc(-c2c(C)oc3c(CN4CCOCC4)c(O)ccc3c2=O)cc1
→ -1	0	10	-2	nt	0.2	-3	-319	-41
42) CC1CN(S(=O)(=O)Cc2ccccc2)CC(C)O1 (stereo not drawn)
→ -6	-2	4	-6	2	-0.4	19	12	-4
43) O=C(OCC(=O)N1CCc2ccccc21)c1cccc(S(=O)(=O)N2CCCc3ccccc32)c1
→ 3	4	11	-14[fluorescence artefact?]	1	0.8	-3	-4	37
44) COc1ccc(CN(CC2CCC(C(=O)O)CC2)C(=S)Nc2ccccc2OC)cc1 (stereo not drawn)
→ 5	2	5	1	nt	-0.2	13	27	-7
45) Cc1c(Cl)cccc1NC(=S)N1CCN(Cc2ccc3c(c2)OCO3)CC1
→ 1	-3	9	-5	-4	1.7	-2	-4	0

Six entries picked at random from the list so far, as already listed:
Below each compound: Hck Nef HTS	eIF4E 4G PPI	PGE2 EP2 inh	14-3-3 Bad PPI	Rad51 HR inh	zVAD death inh	EP2 mod	m-calpain inh	TbHK1 inh
39) Cc1ccccc1-n1nc2c(c1NC(=O)c1ccc(Br)o1)CSC2
→ 3	3	5	-1	-4	-0.3	7	-127	-7
35) Cc1cc(N)ccc1S(C)(=O)=O
→ -1	0[fluorescence artefact?]	11	2	0	-0.3	24	-13	7
38) O=C(CCC(=O)N(CC(=O)NC1CCCC1)C1CCCC1)Nc1ccccn1
→ -1	-3	13	-4	-9	-0.4	-1	0	4
34) COC(=O)C(Cc1ccccc1)N1CCS(=O)(=O)CC1 (stereo not drawn)
→ 9	-1	9	-11	21	-0.5	4	3	1
42) CC1CN(S(=O)(=O)Cc2ccccc2)CC(C)O1 (stereo not drawn)
→ -6	-2	4	-6	2	-0.4	19	12	-4
32) COc1ccc2[nH]c(=S)cc(C)c2c1
→ 1	15	7	13	-1	-0.2	27	-33	-12

Additional results
Below each compound: Hck Nef HTS	eIF4E 4G PPI	PGE2 EP2 inh	14-3-3 Bad PPI	Rad51 HR inh	zVAD death inh	EP2 mod	m-calpain inh	TbHK1 inh
46) COC(=O)C1=C(C)NC(C)=C(C(=O)OC)C1c1ccc(NC(C)=O)cc1
→ 13	4	1	5	-5	-0.1	-3	-88	-9
47) COc1ccc(S(=O)(=O)N(C)C)cc1NC(=O)CSc1nc(N)cc(N)n1
→ -1	-1	14	-1	18	-0.6	-23	-6	5
48) CC1(C)CC(=O)c2sc(NC(=O)c3cccs3)nc2C1
→ 13	6[fluorescence artefact?]	7	4[fluorescence artefact?]	3	-1.6	10	14	-21
49) Cc1ccc(C)c(Cn2cnc3c(nnn3-c3ccc(F)cc3)c2=O)c1
→ 2	-9	7	7	-5	0.6	-3	-28	-9
50) Cn1c(=O)c2[nH]c(N/N=C(/C#N)C(N)=O)nc2n(C)c1=O
→ -14	1	8	-3	-13	0.1	-6	-71	-9
51) CCCC(=O)Nc1cnc(NC(=O)c2cccc(F)c2)cc1C
→ 6	1	18	0	4	0.1	-13	6	0
52) Cc1cc(C(=O)CSc2nc3ccc(Cl)cc3[nH]2)c(C)n1CC1CCCO1 (stereo not drawn)
→ -1	10	27	2	-4	0.0	-41	-31	-4
53) Cc1ccccc1C(=O)NNC(=O)CSc1nnc(C)n1-c1ccccc1
→ 2	2[fluorescence artefact?]	1	-1[fluorescence artefact?]	-3	2.3	15	-6	-3
54) Cc1ccc(N2C(=O)SC(N(CC(=O)O)c3cccc(C)c3)C2=O)cc1 (stereo not drawn)
→ -1	10[fluorescence artefact?]	8	-8[fluorescence artefact?]	3	0.9	-5	20	0
55) COCCn1nnnc1C(c1ccccc1OC)N1CCc2ccccc2C1 (stereo not drawn)
→ 1	nt	6	nt	6	-0.2	nt	nt	-2

Bioassay records as filed in PubChem BioAssay.
